TEAD-YAP block – TEAD-YAP interaction inhibition, primary screen, TEAD-YAP interaction inhibitor project, luminescence, HEK-TIYL cells; TEAD-Gal4/YAP UAS-luciferase luminescence; inhibition, % at 9.12 µM; 1.4% of 640,000 active; in the data active = inhibition above about 32%;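 note: 0% = median of test compound wells and 100% = reference inhibitor wells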
FBW7 act – FBW7 E3 ligase activators, primary screen, biochemical, AlphaScreen, human; normalized activity (activation), % at 26.1 µM; AID 1259310, 2017; AlphaScreen FBW7–phospho-cyclin E peptide binding, activator screen; 0.13% of 650,000 active; F-box/WD repeat-containing protein 7 (Homo sapiens), Q969H0; in the data active = normalized activity above about 1.9%;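 note: purified mutant Fbw7 with reduced substrate affinity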
Target sequence (Q969H0 whole entry, looked up): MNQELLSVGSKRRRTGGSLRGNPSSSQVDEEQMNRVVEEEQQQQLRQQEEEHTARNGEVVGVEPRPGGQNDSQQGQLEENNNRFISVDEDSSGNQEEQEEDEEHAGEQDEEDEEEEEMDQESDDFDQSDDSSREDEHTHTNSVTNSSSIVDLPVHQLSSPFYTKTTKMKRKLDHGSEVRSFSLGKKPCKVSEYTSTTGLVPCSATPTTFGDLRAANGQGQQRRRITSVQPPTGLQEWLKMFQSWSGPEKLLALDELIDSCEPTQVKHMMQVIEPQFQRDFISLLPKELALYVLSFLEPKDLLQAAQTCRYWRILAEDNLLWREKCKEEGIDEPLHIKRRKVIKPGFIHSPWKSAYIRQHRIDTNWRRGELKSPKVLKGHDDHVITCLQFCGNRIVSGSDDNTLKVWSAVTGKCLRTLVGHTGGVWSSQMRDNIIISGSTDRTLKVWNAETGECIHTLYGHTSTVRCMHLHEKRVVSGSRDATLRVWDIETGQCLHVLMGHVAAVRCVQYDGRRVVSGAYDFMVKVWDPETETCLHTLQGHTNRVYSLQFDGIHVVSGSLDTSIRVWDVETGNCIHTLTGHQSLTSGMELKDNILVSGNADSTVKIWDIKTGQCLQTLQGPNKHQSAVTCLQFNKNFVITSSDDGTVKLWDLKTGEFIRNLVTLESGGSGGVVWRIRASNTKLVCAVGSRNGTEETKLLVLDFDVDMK
MITF primary – MITF inhibitors, primary screen, biochemical, AlphaScreen, human | Microphthalmia-associated transcription factor (Homo sapiens), O75030 | AlphaScreen MITF homodimerization, bead proximity signal | inhibition, % at 2.6 µM | 0.91% of 650,000 active; in the data active = inhibition above about 50%;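 note: 0% = vehicle wells with protein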
GPR151 ag – activators of human GPR151, primary screen, cell-based, PathHunter beta-arrestin, luminescence; G-protein coupled receptor 151 (Homo sapiens), Q8TDV0; 1% of 650,000 active; AID 1508602, 2020; activation, % at 11.2 µM; PathHunter beta-arrestin GPR151 cells; in the data active = activation above about 4.9%;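 note: 0% = median of compound wells and 100% = cells with positive control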
Target sequence (Q8TDV0 whole entry, looked up): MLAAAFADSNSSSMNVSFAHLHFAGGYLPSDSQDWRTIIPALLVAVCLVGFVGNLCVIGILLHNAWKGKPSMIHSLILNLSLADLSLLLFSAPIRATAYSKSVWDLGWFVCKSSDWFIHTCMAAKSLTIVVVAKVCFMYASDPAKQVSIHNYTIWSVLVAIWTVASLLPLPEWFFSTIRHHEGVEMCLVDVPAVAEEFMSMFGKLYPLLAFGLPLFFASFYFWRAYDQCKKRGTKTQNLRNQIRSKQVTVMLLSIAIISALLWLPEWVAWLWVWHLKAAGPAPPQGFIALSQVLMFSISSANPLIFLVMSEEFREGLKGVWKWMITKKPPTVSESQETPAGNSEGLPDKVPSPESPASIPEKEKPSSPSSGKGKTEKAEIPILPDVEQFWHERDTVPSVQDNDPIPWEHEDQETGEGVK
An asterisk follows results filed as active; & = joins results of further samples.

Second line of a record – TEAD-YAP block | FBW7 act | MITF primary | GPR151 ag
CCc1cccc(N(Cc2nnc3n2CCCCC3)C(=O)Nc2cccc(OC)c2)c1
  5 | 0.0 | -2 | 0.0
COC(=O)C1=C(C(=O)c2ccc(C)cc2)C(c2ccc(F)cc2)n2nnnc2N1 (stereo not drawn)
  13 | 0.1 | 22 | -0.1
CN(Cc1ccccc1)C(=O)CSc1nnc(C2CC2)o1
  -8 | 0.1 | 9 | 0.6
COc1ccc(C2C(C(=O)OCCc3ccccc3)=C(C)NC3=C2C(=O)CCC3)c(OC)c1 (stereo not drawn)
  -9 | 0.0 | -3 | 0.9
CC(=O)NC1(c2ccc(F)cc2)CCN(CC(=O)Nc2nccs2)CC1
  -2 | 0.0 | 11 | 1.1
COc1ccc2c(c1)CCN(C(=O)Nc1c[nH]c3ccc(OC)nc3c1=O)C2
  3 | -0.2 | 6 | 1.4
CC(C)(C)c1ccc(C(=O)Nc2ccc3oc(-c4ccc(F)cc4Cl)nc3c2)cc1
  -1 | 0.0 | 11 | 0.1
Cc1ccc2c(cnn2C(=O)CCC(=O)NC2CCCC2)c1
  -6 | 0.0 | 4 | -0.4
CC1Cc2ccccc2N1C(=O)c1cc(S(=O)(=O)N2CCCCC2)c[nH]1 (stereo not drawn)
  6 | -0.1 | 6 | 0.0
COc1ccccc1-n1nc(C(=O)N2CCC(C)CC2)c2ccccc2c1=O
  -16 | -0.1 | 5 | 3.1
Cc1onc(-c2ccccc2)c1C1=N/C(=C\c2ccccc2)C(=O)O1
  -8 | 0.0 | -19 | 0.1
CCOC(=O)N1CCN(C/C=C/c2ccccc2)CC1
  -7 | -0.2 | 16 | -0.2
O=C1Nc2ccccc2Oc2cc([N+](=O)[O-])cc(Oc3ccccc3Cl)c21
  -1 | 0.0 | 9 | -0.8
COc1ccc(C(=O)C[n+]2cc(-c3ccc(C)cc3)n3c2CCCCC3)cc1OC
  13 | 0.1 | 7 | 1.6
CCN(CC)CCNC(=O)c1cc2ccccc2oc1=O
  2 | 0.0 | 12 | 0.2
S=C1NCN(Cc2ccco2)CN1CC1CCCO1 (stereo not drawn)
  12 | 0.0 | -2 | 1.1
CCOC(=O)C1CCN(C(=S)Nc2cc(S(=O)(=O)N(C)C)ccc2C)CC1
  13 | 0.1 | 10 | -0.2
COCCCNC(=S)NNC(=O)c1ccc2c(c1)OCO2
  -1 | 0.1 | 4 | 0.4
COc1cccc(-c2cccc3c2NC(=O)C3(C)Cc2cccc(C(N)=O)c2)c1 (stereo not drawn)
  16 | 0.0 | 1 | 0.1
Cc1ccc2oc(=O)c3cc(C(=O)NCCCOC(C)C)sc3c2c1
  -3 | -0.1 | 3 | -0.3
CCn1c(SCC(=O)NCc2ccc(F)cc2)nnc1-c1c[nH]c2ccccc12
  -1 | -0.1 | -5 | 0.5
CC(=O)c1cccc(NC(=O)CN(c2ccc(F)cc2)S(=O)(=O)c2ccc(C)cc2)c1
  9 | 0.0 | 5 | 0.4
OCCN1CCOCCOCCOCCOCC1
  13 | -0.1 | 0 | 0.8
O=C(Cn1nnc(-c2ccccc2Cl)n1)Nc1ccc(F)cc1F
  2 | 0.1 | -1 | -0.2
CC(NC(=O)CN1C(=O)CCc2ccccc21)c1ccccc1 (stereo not drawn)
  -2 | -0.2 | -7 | 3.1
COC(=O)c1cccc(C(=O)OC)n1
  2 | -0.1 | 6 | -0.7
O=C(Nc1nnc(-c2ccc(Br)cc2)s1)c1ccccc1F
  0 | 0.0 | 4 | -0.1
COc1cccc2sc(NC(C)=O)nc12
  8 | 0.2 | 14 | -1.8
O=c1c(CN2CCSCC2)coc2c(Cl)cc(Cl)cc12
  9 | -0.2 | 21 | -0.2
Cc1cccc(NC(=O)NC(=O)C2CCN(CCc3cccc(O)c3)CC2)c1
  -4 | 0.2 | -2 | 0.6
CC1(C)CC(=O)C=C(NN2CCOCC2)C1
  2&-12 | 0.7&-0.1 | 15&9 | -0.2&0.5
COc1cccc(CN2CCN(S(=O)(=O)c3cc(Cl)ccc3OC)CC2)c1
  -17 | -0.2 | -3 | 0.2
COc1ccc(OCC(=O)Nc2ccc(OC)c(OC)c2)cc1
  -2 | 0.0 | 3 | -0.6
CCCCNC(=O)CSc1nc(NCCOC)c2ccccc2n1
  11 | 0.0 | -11 | -0.8
COc1ccc(-c2cnc3ccc4ccccc4c3c2)cc1
  -3 | 0.6 | 9 | -0.6
C=CCN1C(=O)CS/C1=N/S(=O)(=O)c1cccs1
  -6 | 0.0 | 0 | 0.3
CS(=O)(=O)N(CC(=O)Nc1cccc(F)c1)Cc1ccccc1
  23 | -0.2 | 12 | 6.3*
CCOC(=O)c1c(NC(=O)C(C)Sc2nnc(CNC(=O)c3cccs3)n2-c2ccc(F)cc2)sc2c1CCCCC2 (stereo not drawn)
  -7 | -0.1 | -8 | -0.7
Cc1cc(OCC(=O)Nc2cccc3nsnc23)cc(C)c1Cl
  2 | -0.2 | -19 | 1.5
CC1=NN(c2nc3ccccc3s2)C(=O)/C1=C\c1ccc(N2CCOCC2)cc1
  0 | -0.1 | -24 | 0.8
COc1ccc2cc(C3NCCc4cc(OC)c(OC)cc43)c(=O)[nH]c2c1 (stereo not drawn)
  -8 | 0.0 | 8 | 1.5
Cc1ccc([N+](=O)[O-])cc1NS(=O)(=O)N1CCCCC1
  9 | 0.2 | 4 | 1.9
CC1CCCC(NC(=O)COC(=O)CCCOc2ccccc2)C1C (stereo not drawn)
  -6 | -0.1 | 1 | 0.3
O=C(CSc1ncnc2sc3c(c12)CCC3)NCc1cccs1
  0 | 0.3 | -1 | 1.4
Cc1sc2nc(C)n(N)c(=O)c2c1C
  -13 | 0.0 | 1 | -2.2

Only GPR151 ag and FBW7 act, for 4 of the compounds above:
smiles,GPR151 ag,FBW7 act
CS(=O)(=O)N(CC(=O)Nc1cccc(F)c1)Cc1ccccc1,6.3*,-0.2
CCOC(=O)c1c(NC(=O)C(C)Sc2nnc(CNC(=O)c3cccs3)n2-c2ccc(F)cc2)sc2c1CCCCC2 (stereo not drawn),-0.7,-0.1
Cc1cc(OCC(=O)Nc2cccc3nsnc23)cc(C)c1Cl,1.5,-0.2
CC1=NN(c2nc3ccccc3s2)C(=O)/C1=C\c1ccc(N2CCOCC2)cc1,0.8,-0.1

Single records, from the list above. Order of values: TEAD-YAP block | FBW7 act | MITF primary | GPR151 ag
Profile of COc1cccc(CN2CCN(S(=O)(=O)c3cc(Cl)ccc3OC)CC2)c1 = -17 | -0.2 | -3 | 0.2
Profile of CC1CCCC(NC(=O)COC(=O)CCCOc2ccccc2)C1C (stereo not drawn) = -6 | -0.1 | 1 | 0.3

Other entries
Second line of a record – TEAD-YAP block | FBW7 act | MITF primary | GPR151 ag
Cc1cc(C)c(NS(=O)(=O)c2cccc(C(=O)O)c2)c(C)c1
  4 | 0.3 | 12 | 0.8
CCN(CC)C(=O)c1sc(NC(=O)COc2ccccc2)c(C#N)c1C
  -11 | 1.3 | 3 | -1.1
CC1(c2ccccc2)C(=O)Nc2cc(F)ccc21 (stereo not drawn)
  15 | -0.1 | 0 | 0.0
CC1=NN(c2ccc(S(=O)(=O)N3CCOCC3)cc2[N+](=O)[O-])C(=O)C1
  -2 | 0.3 | 23 | -2.1
O=C(Nc1ccc2oc(-c3cccc(Cl)c3Cl)nc2c1)c1cccc2c(Br)cccc12
  10 | 0.2 | 4 | -1.7
CCCOc1ccc2c(=O)c(-c3ccccc3)coc2c1C
  -40 | 0.1 | -2 | -0.5
O=C(C(NS(=O)(=O)c1ccc(Br)s1)c1ccccc1)N1CCOCC1 (stereo not drawn)
  13 | -0.1 | -1 | 1.7
Cc1cccc(CN2CCN(S(=O)(=O)c3ccccc3)CC2)c1
  3 | 0.0 | 9 | 1.6
O=C(Cc1cccc2ccccc12)NN1C(=O)C2C3C=CC(C3)C2C1=O (stereo not drawn)
  0 | 0.1 | 4 | 0.6
O=C(CSc1ncnc2c1cnn2-c1ccc(F)cc1)Nc1nccs1
  -5 | 0.3 | -11 | 1.2
CCOC(=O)N1CCN(Cc2nnc(-c3ccccc3C)o2)CC1
  15 | 0.2 | -7 | 0.5
COCC(=O)NNC(=O)Nc1cc(C)ccc1OC
  -5 | -0.2 | -5 | -1.0
COc1cc(C(=O)Oc2cc3c4c(c2)C(C)=CC(C)(C)N4C(=O)C3=O)cc(OC)c1OC
  13 | -0.1 | 6 | 0.8
CCCCc1nc2ccccc2n1C(C)C(=O)O (stereo not drawn)
  -5 | 0.1 | -9 | 0.1
O=C(Cn1c(=O)n(-c2ccccc2)c(=O)c2c3c(sc21)CCC3)NCc1ccco1
  6 | 0.0 | 5 | 0.8
O=[N+]([O-])c1ccccc1OC1OC(CO)C(O)C(O)C1O (stereo not drawn)
  -4 | 0.3 | 5 | 0.8
Cc1ccc(/C=N\NC(=O)Cc2noc3ccccc23)cc1
  -5 | -0.1 | -11 | 0.3
C/C=C/C=C/C(=O)Nc1ccccc1F
  3 | -0.1 | -1 | -9.9
Cc1cc(C)c(C)c(S(=O)(=O)Nc2c(C)n(C)n(-c3ccccc3)c2=O)c1C
  8 | 0.7 | 0 | -0.1
CC1C=CCC2C(=O)N(c3cccc(C(=O)N4CCC(Cc5ccccc5)CC4)c3)C(=O)C12 (stereo not drawn)
  -2 | -0.1 | 1 | -1.4
COc1ccc(-c2noc(CN(C)CC3COc4ccccc4O3)n2)c(OC)c1OC (stereo not drawn)
  2 | 0.1 | -3 | -1.7
CCOC(=O)N1CCc2c(sc(NC(=O)c3ccc(S(=O)(=O)N4CCCCC4)cc3)c2C(=O)N2CCOCC2)C1
  8 | -0.1 | 0 | 2.7
O=C(NCCO)C(=O)NCC1(c2ccccc2)CCCC1
  6 | 0.2 | -1 | 1.3
O=C(NCc1ccccc1)c1cccc(NC(=O)C2CCCO2)c1 (stereo not drawn)
  -5 | 0.1 | 7 | -0.6
COc1ccc(C(=O)c2ccc(Cl)cc2)cc1
  -27 | 0.1 | -4 | 0.9
COc1cc(Nc2nc(NCCN(C(C)C)C(C)C)c3ncn(Cc4ccc(C(F)(F)F)cc4)c3n2)cc(OC)c1OC
  9 | 0.0 | 9 | -1.4
CCOC(=O)c1c(C)[nH]c(C(=O)CSc2nnc(C)s2)c1C
  -69 | -0.1 | 4 | 3.0
CC1(C)CC(=O)C2=C(C1)OC1=C(C(=O)CC(C)(C)C1)C2c1cc2c(cc1[N+](=O)[O-])OCO2
  8 | 0.1 | 1 | 1.1
CCOc1ccc(Nc2nc(Cl)nc(Nc3ccc(OCC)cc3)n2)cc1
  -8 | 0.2 | 4 | -0.6
CN(CCO)c1cc(N2CCc3ccccc3C2)c2nonc2c1[N+](=O)[O-]
  14 | -0.1 | 11 | 3.4
CC1(C)Cc2nc3nc(=S)sc(N)c3cc2CO1
  6 | -0.1 | 1 | 0.7
Cc1c(C(=O)NC(C)c2ccccc2)oc2ccc(S(=O)(=O)N3CCOCC3)cc12 (stereo not drawn)
  -1 | 0.0 | 2 | 0.6
COc1ccc(S(=O)(=O)CCC(=O)Nc2cc(OC)cc(OC)c2)cc1
  1 | 0.0 | 1 | -0.3
CCCCCOC(=O)C1=C(C)NC(=O)NC1c1ccc(F)c(Br)c1 (stereo not drawn)
  11 | 0.0 | -35 | -0.8
COC(=O)C1=C(C)NC(C)=C(C(=O)OC)C1C(=O)OC(C)C(=O)Nc1ccc(C)cc1 (stereo not drawn)
  -1 | 0.0 | -10 | -1.8
CSc1nc(-c2ccccc2)cn1-c1ccc(NC(C)=O)cc1
  -54 | 0.0 | 0 | -1.9
O=C(NCCC(=O)N1c2ccccc2Sc2ccccc21)c1ccc2nccnc2c1
  11 | 0.1 | 14 | -0.6
CC(OC(=O)c1ccco1)C(=O)N1c2ccccc2CC1C (stereo not drawn)
  7 | 0.1 | 0 | -1.5
O=C(O)C1CCCN1S(=O)(=O)c1ccccc1 (stereo not drawn)
  3 | 0.0 | -1 | 2.1
Cc1ccc(S(=O)(=O)CC(=O)Nc2cc(C)ccc2C)cc1
  7 | -0.2 | -11 | 2.4
CCOc1cc(C)ccc1OCc1n[nH]c(=S)n1CC
  -9 | 0.0 | 3 | -0.2
O=[N+]([O-])c1ccc(N2CCCCC2)cc1
  -12 | -0.1 | 4 | 1.7
Cc1onc(-c2ccccc2Cl)c1C(=O)Nc1cccc(C(=O)O)c1
  11 | -0.1 | 1 | 1.0
Cc1cc(NC(=O)CSc2nc3c(c(-c4cccnc4)c2C#N)CCC3)no1
  5 | 0.1 | 8 | -0.5
COc1cc2nc(Nc3ccc(-n4ccnc4)cc3)nc(Nc3ccccc3)c2cc1OC
  -22 | -0.1 | 8 | -0.2
COc1ccc(-c2ncc(C(=O)Nc3ccc(NC(C)=O)cc3)s2)cc1
  -11 | 0.1 | 3 | -4.1
COc1ccc2c(c1)cc(CNc1ccc(OC)c(OC)c1)c(=O)n2CC(=O)Nc1ccccc1C
  -6 | -0.3 | 23 | 3.0
COc1ccc(NC(=O)c2cc(-c3ccccc3O)no2)cc1OC
  -8 | -0.1 | -11 | 5.5*
Nc1c(S(=O)(=O)O)cc(Br)c2c1C(=O)c1ccccc1C2=O
  1 | -0.1 | 8 | 1.9
COc1ccccc1C(=O)CC1(O)C(=O)Nc2ccccc21 (stereo not drawn)
  1 | 0.0 | 2 | 0.6
CCOc1cc(/C=C2\SC(=S)N(C)C2=O)ccc1OS(C)(=O)=O
  5 | -0.1 | -5 | 0.2
Cc1nn(C)c(Cl)c1CN1CCC[C@@H]2CN(CCC(C)C)CC[C@H]21
  2 | 0.0 | 8 | -0.5
COc1ccccc1NC(=O)Cn1cnc2sc(C)c(-c3ccccc3)c2c1=O
  -13 | 0.1 | -5 | -1.4
